Screening data (PubChem BioAssay)
BRCA1 expr up = qHTS Assay to Identify Small Molecule Activators of BRCA1 Expression; 380,000 compounds, 1.1% hits; MCF7-BRCA1-FFLuc reporter, luminescence, 48 h; response scale: scaled: vehicle 0%, 10 µM genistein 100%; Potency, µM (doses to about 46.1 µM), for the others: at the highest dose activation, most hits filed as activators; note: potency is the fitted concentration of half-maximal effect; nearly all actives have a fitted effect of over 80% in size; some results filed as inactive show a strong effect at the top dose
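Using MCF7 cells harboring a BRCA1 firefly luciferase reporter, plated 2 h before compound pinning, the screen measured luminescence after 48 h incubation. Responses were normalized to DMSO and 10 microM genistein, then fitted for concentration-effect.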
FLuc counter = qHTS profiling assay for firefly luciferase inhibitor/activator using purifed enzyme and Km concentrations of substrates (counterscreen for miR-21 project) | Luciferin 4-monooxygenase (Photinus pyralis), P08659 | purified FLuc, Km substrates, luminescence inhibition | Potency, µM (highest dose often 57.5 µM), for the others: at the highest dose activity change, negative = inhibition, actives largely listed as inhibitors | 360,000 compounds, 6.9% hits | AID 588342, 2011;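 note: potency is the fitted concentration of half-maximal effect; plate controls were vehicle for no effect and reference inhibitor for full effect; nearly all actives have a fitted effect of over 55% in size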
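Biochemical qHTS of compounds, final roughly 60 µM downward over six points, against 10 nM purified firefly luciferase using Km concentrations of substrates (10 uM D-luciferin, 10 uM ATP) in Tris acetate pH 7.5 buffer; luminescence output.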
p53 reactivator = qHTS assay for re-activators of p53 using a Luc reporter. Potency, µM (top dose mostly 92.2 µM), for inactives: top-dose activity change, positive = activation, hits mostly activators. H1299 p53-A138V BP100-luciferase reporter, luminescence, 24 h. 320,000 compounds, 0.063% hits; note: potency is the fitted concentration of half-maximal effect; % of control where 0% means no effect; nearly all actives have a fitted effect of over 45% in size
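H1299 (p53-null), stable ts p53-A138V + BP100-Luc; 1000 cells/well, Opti-MEM/10% FBS; cpd 4 pt, 1:5; 24 h, 37 deg C, 5% CO2; detection reagent 10 min RT; luminescence.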
Menin-MLL TR inh = qHTS Assay for Inhibitors Targeting the Menin-MLL Interaction in MLL Related Leukemias: Competition With Texas Red Labeled MLL-derived Mutant Peptide; O00255; Potency, µM (titrated, usually from 61.6 µM), inactives show at the highest dose FP activity change, negative = inhibition, hits mostly inhibitors; AID 1768, 2009; Menin + Texas Red MLL mutant peptide, fluorescence polarization; 270,000 compounds, 0.23% hits; active = well fitted inhibition curve with a large enough effect in the polarisation, with a control signal flat, not every such curve was filed as active; inconclusive = small, poorly fitted or top-dose-only effect, or effect the other way, or a change in a side signal; inactive = no such curve, though single readings can be large or run the other way; the % refers to the polarisation; note: potency is the fitted concentration of half-maximal effect; % of control where 0% means no effect; many of its hits are not listed in these tables
Target sequence (O00255 whole entry, looked up): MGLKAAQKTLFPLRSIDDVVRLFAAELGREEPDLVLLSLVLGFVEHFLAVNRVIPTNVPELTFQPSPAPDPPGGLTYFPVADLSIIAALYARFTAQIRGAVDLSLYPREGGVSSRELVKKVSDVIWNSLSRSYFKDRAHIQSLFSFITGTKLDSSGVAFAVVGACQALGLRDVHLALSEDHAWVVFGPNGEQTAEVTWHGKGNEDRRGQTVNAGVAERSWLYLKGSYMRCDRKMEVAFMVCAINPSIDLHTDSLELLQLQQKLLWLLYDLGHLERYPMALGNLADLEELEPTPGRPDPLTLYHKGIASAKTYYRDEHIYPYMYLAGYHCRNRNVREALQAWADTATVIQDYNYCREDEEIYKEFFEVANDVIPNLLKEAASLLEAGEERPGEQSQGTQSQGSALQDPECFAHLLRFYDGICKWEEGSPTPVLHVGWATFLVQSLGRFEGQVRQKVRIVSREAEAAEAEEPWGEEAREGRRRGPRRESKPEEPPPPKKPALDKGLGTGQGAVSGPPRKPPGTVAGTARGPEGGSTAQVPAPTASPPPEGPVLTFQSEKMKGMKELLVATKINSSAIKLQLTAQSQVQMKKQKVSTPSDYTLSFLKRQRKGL
Giardia kill = Small Molecules that selectively kill Giardia lamblia: qHTS; activity change, % at 7.66 µM, hits read low; AID 540267, 2011; 340,000 compounds, 0.15% hits; Giardia lamblia trophozoite viability; in the data active = activity change below about -80%; inconclusive = between about -30% and that limit;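 note: parasites exposed to compound for two days anaerobically before the ATP read; % is set by controls: 0 for no effect and ±100 for the full control effect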
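Killing of trophozoites was scored by loss of ATP luminescence after a 48 hrs anaerobic exposure to compounds at 37 deg C, using 100 cells per well.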
Gal4-VP16 FLuc = VP16 counterscreen qHTS for inhibitors of ROR gamma transcriptional activity. Drosophila S2 Gal4-VP16 UAS-luciferase, luminescence, 20 h. 310,000 compounds, 3.5% hits. Potency, µM (titrated, usually from 53.6 µM), for inactives: at the top dose activity, negative = inhibition, most hits filed as inhibitors;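 note: Gal4-VP16 expression switched on by copper sulfate through the metallothionein promoter; potency is the fitted concentration of half-maximal effect; % is set by controls: 0 for no effect and ±100 for the full control effect; nearly all actives have a fitted effect of over 50% in size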
Rab9 prom act = qHTS Assay for Rab9 Promoter Activators | Huh7 Rab9 promoter-luciferase reporter, luminescence, 24 h | Potency, µM (top dose mostly 9.22 µM), without a hit: top-dose activation, negative = inhibition, actives largely listed as activators | 320,000 compounds, 2.8% hits | AID 485297, 2010; note: potency is the fitted concentration of half-maximal effect; % of control where 0% means no effect; nearly all actives have a fitted effect of over 60% in size
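Luminescence read-out: Huh7 cells stably expressing Rab9-luciferase, treated 24 h with compound at 37 °C, then lysed with luciferase reagent for 10 min at ambient before reading.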
NPC1 prom act = qHTS Assay for NPC1 Promoter Activators. Huh7 NPC1 promoter luciferase reporter, 24 h. Potency, µM (titrated, usually from 9.22 µM), for the others: at the top dose activation, hits mostly activators. 320,000 compounds, 2.4% hits. AID 485313, 2010;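 note: potency is the fitted concentration of half-maximal effect; % of control where 0% means no effect; nearly all actives have a fitted effect of over 60% in size; reporter is driven by a mutant NPC1 promoter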
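Stable NPC1-promoter luciferase Huh7 line; cpd (DMSO) 24 h, 37 °C, 5% CO2; Amplite luciferase reagent 10 min RT; luminescence readout. qHTS format.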
RORgamma inh = qHTS for inhibitors of ROR gamma transcriptional activity; Nuclear receptor ROR-gamma (Mus musculus), P51450; Potency, µM (top dose mostly 53.6 µM), for the others: at the top dose activity change, negative = inhibition, most hits filed as inhibitors; 310,000 compounds, 5.4% hits; Drosophila S2 Gal4-RORgamma UAS-luciferase reporter, 20 h; note: potency is the fitted concentration of half-maximal effect; % is set by controls: 0 for no effect and ±100 for the full control effect; nearly all actives have a fitted effect of over 60% in size
Target sequence (P51450 whole entry, looked up, the tested form may be a part): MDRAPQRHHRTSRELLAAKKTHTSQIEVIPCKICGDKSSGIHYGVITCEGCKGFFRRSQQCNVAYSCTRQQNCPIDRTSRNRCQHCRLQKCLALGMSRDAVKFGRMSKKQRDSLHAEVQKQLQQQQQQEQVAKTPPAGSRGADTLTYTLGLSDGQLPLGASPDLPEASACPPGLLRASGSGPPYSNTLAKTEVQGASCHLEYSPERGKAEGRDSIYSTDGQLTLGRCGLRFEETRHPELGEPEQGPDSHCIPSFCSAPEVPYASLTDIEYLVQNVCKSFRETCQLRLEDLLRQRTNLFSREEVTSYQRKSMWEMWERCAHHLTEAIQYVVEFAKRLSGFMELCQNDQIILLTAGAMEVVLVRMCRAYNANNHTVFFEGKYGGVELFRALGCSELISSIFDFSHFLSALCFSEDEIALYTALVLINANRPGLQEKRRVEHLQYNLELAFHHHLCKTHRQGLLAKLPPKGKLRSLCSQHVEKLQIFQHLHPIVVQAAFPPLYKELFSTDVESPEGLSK
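Stable Schneider cell line, Gal4 DNA-binding domain fused to ROR gamma, UAS-luciferase. Cmpd 1 hr RT → CuSO4 700 uM final → 20 hr RT → luciferase reagent 10 min → luminescence.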
ELG1 genotoxic = qHTS screen for small molecules that induce genotoxicity in human embryonic kidney (HEK293T) cells expressing luciferase-tagged ELG1 | HEK293T ELG1-luciferase reporter, luminescence, 16 h | Potency, µM (titrated, usually from 46 µM), inactives show at the top dose activity change, positive = activation, usual class: activators | 330,000 compounds, 1.3% hits; note: potency is the fitted concentration of half-maximal effect; % of control where 0% means no effect; nearly all actives have a fitted effect of over 60% in size
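Cells (2,000/well) expressing the ELG1-luciferase fusion are dosed by pin tool and kept 16 hr at 37 °C, 5% CO2. Signal comes from ONE-Glo luciferase reagent after 30 min at room temperature.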
PKM2 act = qHTS Assay for Activators of Human Muscle isoform 2 Pyruvate Kinase; Pyruvate kinase PKM (Homo sapiens), P14618; purified PKM2, Kinase-Glo ATP luminescence, activation; response scale: 0% is enzyme alone, no compound; Potency, µM (doses to about 57.5 µM), for the others: at the highest dose activation, usual class: activators; 260,000 compounds, 0.34% hits; note: potency is the fitted concentration of half-maximal effect; % is set by controls: 0 for no effect and ±100 for the full control effect; nearly all actives have a fitted effect of over 55% in size
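Kinase-Glo luminescence reports ATP generated from ADP (0.1 mM) and PEP (0.5 mM) by purified hPK-M2 after 1 h at room temperature, pH 7.2 imidazole buffer; intermediate enzyme activity allows detecting inhibitors and activators.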
* = called active by the depositor; ? = inconclusive; nt = not tested or not shown; [ ] = remark or other dose. Unless noted, calls come from the whole dose curve; as a rule, active = well fitted curve in the direction sought with a large enough effect; inconclusive = small, poorly fitted or top-dose-only effect, or another doubt; inactive = no such curve, though single readings can be large; an effect the other way counts as inactive or inconclusive.

1) CN(CCOc1ccccc1)CC(O)COc1ccccc1 (configuration not stated)
2) CC(=O)C1=C(c2ccccc2)NC(=O)NC1c1ccc(O)c(Cl)c1 (configuration not stated)
3) COc1cccc(CSc2nnc(CSc3nc4nc(C)cc(C)n4n3)s2)c1
4) COc1cc(C(C[N+](=O)[O-])c2c(C)[nH]c3ccccc23)ccc1O (configuration not stated)
5) c1ccc(CN2CCN(C(c3ccccc3)c3nnnn3Cc3ccccc3)CC2)cc1 (configuration not stated)
6) CN(c1ccc(C(=O)N2CCCCC2)cc1)S(=O)(=O)c1ccccc1
7) Cc1ccc(C)c(N/C(N)=N/c2nc(C)cc(C)n2)c1
8) COc1cc2cc(C(=O)N(C)Cc3ccccc3)[nH]c2cc1OC
assay / entry,1,2,3,4,5,6,7,8
BRCA1 expr up,8%,23%,6%,-35%,-29%,0%,-60%,16%
FLuc counter,4%,0%,-4%,-2%,1%,5%,3%,-1%
p53 reactivator,-1%,7%,-3%,-1%,3%,6%,7%,1%
Menin-MLL TR inh,2%,-1%,-8%,20%,-11%,-2%,?,-2%
Giardia kill,-10,4,8,34[activator],25,8,10,8
Gal4-VP16 FLuc,5%,-1%,-26%,25%,3%,?,-12%,-2%
Rab9 prom act,6%,2%,-4%,0%,-1%,-4%,-2%,-7%
NPC1 prom act,9%,-1%,-9%,0%,-2%,1%,-2%,-3%
RORgamma inh,7%,3%,12%,1%,40%,?,1%,-22%
ELG1 genotoxic,0%,-2%,1%,-2%,-5%,14%,-7%,6%
PKM2 act,nt,-2%,1%,-2%,-12%,-1%,-2%,nt

9) COC(=O)/C=C1\SC(=NC(=O)c2cccc(Cl)c2)NC1=O
10) N#CC[C@H](Cc1ccccc1)N1CCN(Cc2ccccc2)CCC1=O
11) O=C(CN1CCN(Cc2ccc3c(c2)OCO3)CC1)Nc1ccc(N2CCOCC2)cc1
12) Cc1cc(O)c(C(=O)/C=C/c2ccccc2Br)c(=O)o1
13) CC(=O)Nc1cccc(Oc2ncnc3scc(-c4ccc(C)cc4)c23)c1
14) CN1c2ccccc2C(C)(C)C12CC(c1cccc(S(=O)(=O)N3CCCC3)c1)=NO2 (configuration not stated)
15) O=C(N/N=C/c1ccc(C(F)(F)F)cc1)c1ccc(O)cc1
16) CCC(=O)C1CCCN(C(=O)c2ccc(OC)c(OC3CCN(C(C)=O)CC3)c2)C1 (configuration not stated)
assay / entry,9,10,11,12,13,14,15,16
BRCA1 expr up,-1%,1%,-9%,-31%,-42%,-36%,?,-10%
FLuc counter,?,2%,-4%,?,3%,1%,11µM*,1%
p53 reactivator,-2%,6%,-3%,?,-20%,-10%,-2%,23%
Menin-MLL TR inh,15%,-21%,0%,48%[activator],31%[activator],2%,28%,nt
Giardia kill,7,-8,4,-15,5,8,-17,0
Gal4-VP16 FLuc,1%,-2%,0%,-16%,-17%,-13%,4.5µM*,26%
Rab9 prom act,?,-4%,2%,-18%,-8%,-5%,11%,-4%
NPC1 prom act,8%,-3%,6%,4%,-1%,-2%,16%,-5%
RORgamma inh,-28%,13%,-1%,?,?,14%,1.8µM*,-7%
ELG1 genotoxic,4%,-1%,0%,12%,-4%,-3%,13%,6%
PKM2 act,-7%,0%,-3%,1%,-10%,-13%,4%,-11%

17) C=CCn1c2ccccc2c(=O)c2cc(C#Cc3ccccn3)ccc21
18) CCn1c(=S)[nH]c2cc(C(=O)OC)ccc2c1=O
19) CN(C(=O)CCc1ccccc1)c1nnc(-c2ccncc2)s1
20) Cc1ccc2cc(CN(Cc3ccccc3)Cc3nnnn3C3CCCC3)c(=O)[nH]c2c1
21) CNc1c(NS(=O)(=O)c2ccc(C3CCCCC3)cc2)c(=O)oc2ccccc12
22) CNC(=S)N/N=C/c1cc(C)n(-c2ccc(Cl)c(Cl)c2)c1C
23) CCn1cc(C(=O)NC2CCC(C)CC2)c(=O)c2cc(S(=O)(=O)N3CCCCC3)ccc21 (configuration not stated)
24) COC(=O)COc1ccsc1C(=O)OC
assay / entry,17,18,19,20,21,22,23,24
BRCA1 expr up,8.9µM*,-65%,-6%,-63%,5%,7%,nt,0%
FLuc counter,7.6µM*,4%,2%,-1%,1%,?,21µM*,1%
p53 reactivator,?,4%,-1%,-27%,-4%,20%,13%,11%
Menin-MLL TR inh,nt,nt,-16%,15%,?,10%,-1%,21%
Giardia kill,-4,-12,-4,-4,-11,-4,nt,-11
Gal4-VP16 FLuc,nt,11µM*,-7%,-15%,1%,4.5µM*,6%,-6%
Rab9 prom act,-4%,4%,5%,-9%,0%,0%,?,-1%
NPC1 prom act,4µM*,12%,-10%,-2%,1%,1%,?,-3%
RORgamma inh,nt,13µM*,26%,-27%,-7%,0.79µM*,?,21%
ELG1 genotoxic,3%,-6%,-3%,-26%,2%,3%,9%,-1%
PKM2 act,nt,4%,8%,-1%,-2%,-1%,0%,0%

Complete entries, quoted from the list. Values in the order: BRCA1 expr up | FLuc counter | p53 reactivator | Menin-MLL TR inh | Giardia kill | Gal4-VP16 FLuc | Rab9 prom act | NPC1 prom act | RORgamma inh | ELG1 genotoxic | PKM2 act
`C=CCn1c2ccccc2c(=O)c2cc(C#Cc3ccccn3)ccc21` reads 8.9µM* | 7.6µM* | ? | nt | -4 | nt | -4% | 4µM* | nt | 3% | nt
`COC(=O)COc1ccsc1C(=O)OC` reads 0% | 1% | 11% | 21% | -11 | -6% | -1% | -3% | 21% | -1% | 0%
`Cc1ccc2cc(CN(Cc3ccccc3)Cc3nnnn3C3CCCC3)c(=O)[nH]c2c1` reads -63% | -1% | -27% | 15% | -4 | -15% | -9% | -2% | -27% | -26% | -1%

Next part:
25) O=S(=O)(c1cccc(C(F)(F)F)c1)N1CCC(c2nc3ccccc3[nH]2)CC1
26) O=C(NCc1ccco1)c1ccc2ccccc2c1
27) COc1ccc(NS(=O)(=O)c2ccc3c(c2)Cc2ccccc2-3)cn1
28) Cc1cc(C)c(C#N)c(N2CCN(C(=O)C3COc4ccccc4O3)CC2)n1 (configuration not stated)
29) Cc1ccc(NCc2nnc(SCC(=O)NCc3ccco3)n2CC2CCCO2)cc1Cl (configuration not stated)
30) CCOc1ccc2[nH]c(C(=O)N/N=C/c3cc(OC)c(OC)c(OC)c3)cc2c1
31) Cc1onc(-c2ccccc2)c1C(=O)N/N=C/c1cn(C)c2ccccc12
32) CC(C)CNC(=O)CSc1ccc(Cl)cc1
assay / entry,25,26,27,28,29,30,31,32
BRCA1 expr up,-35%,11µM*,-27%,-36%,-12%,-18%,-16%,63%
FLuc counter,-1%,13µM*,-5%,0%,0%,4.8µM*,-3%,-12%
p53 reactivator,3%,?,0%,-21%,3%,9%,2%,10%
Menin-MLL TR inh,22%,-23%,?,nt,-4%,?,20%,1%
Giardia kill,-27,-1,-6,1,1,-1,-7,14
Gal4-VP16 FLuc,-7%,10µM*,?,nt,14%,6%,?,3%
Rab9 prom act,-6%,?,0%,0%,-8%,8%,-10%,9%
NPC1 prom act,1%,?,-2%,0%,-2%,18%,-1%,9%
RORgamma inh,-1%,?,8%,nt,-1%,9%,11µM*,-5%
ELG1 genotoxic,-10%,11%,-8%,-3%,-2%,-11%,-10%,10%
PKM2 act,-4%,-4%,2%,nt,1%,nt,-1%,-2%

33) CCOC(=O)Cn1c(=O)n(Cc2ccc(C)cc2)c(=O)c2cccnc21
34) Cc1ccc2nc(-c3ccc(NC(=O)COC(=O)c4ccco4)cc3)sc2c1
35) COCCNC(=O)Cn1cc(C(=S)N2CCOCC2)c2ccccc21
36) COc1ccc(OCc2nn3c(-c4ccco4)nnc3s2)cc1
assay / entry,33,34,35,36
BRCA1 expr up,-28%,8%,-8%,-15%
FLuc counter,0%,11µM*,4%,0%
p53 reactivator,-4%,nt,0%,-9%
Menin-MLL TR inh,-11%,?,-2%,-3%
Giardia kill,54[activator],-14,-15,28
Gal4-VP16 FLuc,-3%,7.1µM*,2%[10 µM],-6%
Rab9 prom act,-2%,0.32µM*,-8%,-2%
NPC1 prom act,-1%,0.45µM*,-10%,6%
RORgamma inh,25%,0.4µM*,-18%,?
ELG1 genotoxic,0%,2.9µM*,-4%,0%
PKM2 act,nt,10%,-1%,?

This is a subset. The share of hits here may be higher or lower than overall.
